# KCNH2 3.1 inh: KCNH2 3.1 (human) potassium channel inhibition; activity change, % (tested at about 1.8 µM); U2OS KCNH2 3.1, thallium flux FluxOr; hits give low values; actives 0.95% (n = 340,000); AID 720553;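 active means maximum activity change below -70%; inconclusive means maximum activity change from -70% to -50%; inactive means maximum activity change above -50%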;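 further: thallium influx rate constant from kinetic fluorescence after stimulation buffer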
#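 Normalized rate constant (relative to positive and negative DMSO controls) derived from a 2 min kinetic fluorescence read after stimulation; U2OS cells expressing the 3.1 isoform via virus at 1.77 x 10^8 /mL.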
# Eya2 phos inh: Eya2 (human) phosphatase inhibition; Potency, µM (titrated, usually from 76.9 µM), without a hit: at the top dose activity, negative = inhibition, hits mostly inhibitors; O00167; actives 0.006% (n = 330,000); recombinant Eya2, OMFP fluorescence dephosphorylation (OMFP is methylfluorescein phosphate); further: potency means the concentration at half of the fitted maximal effect
#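 Eya2 (0.2 uM) preincubated 10 min at ambient with compound, then OMFP substrate added at 50 uM; 10 min reaction in 50 mM HEPES pH 7.5, 50 mM NaCl, 5 uM MgCl2, 0.05% BSA, 1 mM DTT. Fluorescence read at Ex 485/Em 525 nm.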
# GALK inhibitor: blocks human galactokinase activity. P51570. Purified GALK, Kinase-Glo residual ATP luminescence. Potency, µM (titrated, usually from 57.5 µM), inactives show at the top dose activity change, negative = inhibition, most hits filed as inhibitors. AID 1868. actives 0.007% (n = 270,000); further: potency means the concentration at half of the fitted maximal effect
#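 Luminescence from leftover ATP (Ultra-Glo luciferase/luciferin) served as read-out after a 1 h room-temperature reaction of 5 nM GALK with 35 uM ATP and 100 uM galactose.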
# hERG WT inh: KCNH2 (human, wildtype) channel inhibition | Q12809 | U2OS, BacMam KCNH2, thallium flux FluxOr; hits give low values | activity change, % at 1.84 µM | actives 0.37% (n = 340,000) | AID 720551;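 active means maximum activity change below -70%; inconclusive means maximum activity change between -70% and -50%; inactive means maximum activity change above -50%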
#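 U2OS cells were transduced with wild-type KCNH2 virus (2.03 x 10^8 / mL) for 4 h at room temperature, then cultured overnight at 37 C. Thallium flux was read with FluxOr dye. Rate constants were normalized to DMSO controls.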
# PKM2 act: PKM2 (human) enzyme activation; purified PKM2, Kinase-Glo ATP luminescence, activation; response scale: 0% is enzyme alone, no compound; Potency, µM (doses to about 57.5 µM), for the others: at the highest dose activation, hits mostly activators; actives 0.34% (n = 260,000); further: potency means the concentration at half of the fitted maximal effect; nearly all actives have a fitted effect of over 55% in size
#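 Purified hPK-M2 (>95%) run at intermediate activity with 0.1 mM ADP and 0.5 mM PEP in 50 mM imidazole pH 7.2, KCl, MgCl2; 1 h room temperature. ATP formed read by Kinase-Glo luminescence; normalized to uninhibited and no-enzyme controls.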
# BCR signal inh: inhibitors of chronic active B-cell receptor signaling; ABC-DLBCL IkBa-CBG/CBR reporter, luminescence ratio, 4 h; Potency, µM (titrated, usually from 46.1 µM), without a hit: top-dose ratio change, negative = lower green/red ratio, usual class: inhibitors; actives 0.05% (n = 340,000); AID 493014; active means well fitted inhibition curve with a large enough effect in the signal ratio, with a control signal flat, not every such curve was filed as active; inconclusive means small, poorly fitted or top-dose-only effect, or effect the other way, or a change in a side signal; the % refers to the signal ratio;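 further: potency means the concentration at half of the fitted maximal effect; plate controls were basal doxycycline-induced cells for no effect and cells given 10 µM MG132 for full effect; MG132 reads +100%, hits lower the ratio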
#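 Doxycycline induced both beetle luciferases in TMD8 lymphoma cells; IKK-driven degradation limits the IkappaBalpha-fused green signal, while red luminescence normalises for cell number and nonspecific effects. Compounds tested up to 46 uM, 4 hrs.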
# USP2a block: inhibitors of human ubiquitin-specific protease USP2a | O75604 | USP2 core, Ub-CHOP2 coupled fluorogenic reporter, 485/531 | Potency, µM (doses to about 38.3 µM), without a hit: top-dose activity change, negative = inhibition, usual class: inhibitors | actives 0.01% (n = 330,000) | AID 463254;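 further: potency means the concentration at half of the fitted maximal effect; plate controls were DMSO wells for no effect and full inhibition by NEM control for full effect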
# Target sequence (O75604 whole entry, looked up): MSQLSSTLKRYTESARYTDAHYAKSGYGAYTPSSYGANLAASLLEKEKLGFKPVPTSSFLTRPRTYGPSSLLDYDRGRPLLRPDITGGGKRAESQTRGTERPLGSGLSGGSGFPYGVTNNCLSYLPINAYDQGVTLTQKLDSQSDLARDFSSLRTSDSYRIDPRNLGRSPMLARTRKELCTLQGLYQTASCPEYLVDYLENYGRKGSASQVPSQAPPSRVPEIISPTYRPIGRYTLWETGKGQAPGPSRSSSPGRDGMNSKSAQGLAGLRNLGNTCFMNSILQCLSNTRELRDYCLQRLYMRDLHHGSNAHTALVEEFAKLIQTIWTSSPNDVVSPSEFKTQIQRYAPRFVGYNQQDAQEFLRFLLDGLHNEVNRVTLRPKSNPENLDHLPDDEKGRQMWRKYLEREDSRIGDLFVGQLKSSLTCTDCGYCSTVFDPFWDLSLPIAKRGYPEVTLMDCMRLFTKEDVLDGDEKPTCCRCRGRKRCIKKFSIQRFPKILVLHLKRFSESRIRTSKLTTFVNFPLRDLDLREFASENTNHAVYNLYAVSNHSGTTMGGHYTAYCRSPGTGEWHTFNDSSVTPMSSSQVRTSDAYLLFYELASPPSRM
#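 Deubiquitinase activity read as fluorescence (485/531 nm) after Ub-CHOP2 cleavage activates the enterokinase reporter on its substrate; USP2 core 10nM, Ub-CHOP2 and substrate 25nM each, 30min compound preincubation then 60min RT; data normalized to NEM, curves fitted.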
# B2AR arrestin: agonists driving beta-arrestin recruitment to human beta2-adrenergic receptor; P07550; beta-arrestin recruitment to beta2AR, cell-based reporter; AID 492947; Potency, µM (series often up to 46.1 µM), for the others: top-dose activation, actives largely listed as activators; actives 0.02% (n = 330,000);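 further: potency means the concentration at half of the fitted maximal effect; 0% = DMSO controls and full agonism = EC100 isoproterenol or metaproterenol; nearly all actives have a fitted effect of over 65% in size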
# uPA surface inh: inhibitors of cell surface uPA generation. actives 0.31% (n = 330,000). cell surface uPA generation assay, qHTS. Potency, µM (highest dose often 38.3 µM), without a hit: at the highest dose activity change, negative = inhibition, usual class: inhibitors; active means well fitted inhibition curve with a large enough effect; inconclusive means small, poorly fitted or top-dose-only effect; inactive means no such curve, though single readings can be large or run the other way; tested in mouse RAW 264.7 cells; further: potency means the concentration at half of the fitted maximal effect; nearly all actives have a fitted effect of over 55% in size
# FBPA coupling cs: coupling enzyme interference in Giardia aldolase counter-screen | coupling enzyme system counterscreen, AmpLite Red fluorescence | activity change, negative = inhibition, % at 58.2 µM, hits read low | actives 0.67% (n = 290,000); in the data active means activity change below about -30%
#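 First, compound is pin-transferred into glyceraldehyde-3-phosphate coupling-enzyme reagent at 57.5 uM final and held 10 min at RT. Next, substrate, coupling system and AmpLite Red are added. After 20 min RT, fluorescence (525/598 nm) is read.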
# Giardia killer: kills Giardia lamblia; Giardia lamblia trophozoite viability; activity change, % at 7.66 µM, hits read low; actives 0.15% (n = 340,000); AID 540267; in the data active means activity change below about -80%; inconclusive means between about -30% and that limit;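 further: parasites exposed to compound for two days anaerobically before the ATP read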
#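 Media and compound were dispensed first, then trophozoites at 100 cells/well; plates sat 48 hrs at 37 deg C without oxygen before ATP luminescence reagent was added and read after 15-30 min at room temperature.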
# An asterisk follows results filed as active; ? = inconclusive; nt = not tested or not shown; & = joins results of further samples; [ ] = another dose, or the depositor's remark. Unless noted, the call rests on the fitted dose curve; in most records, active means well fitted curve in the direction sought with a large enough effect; inconclusive means small, poorly fitted or top-dose-only effect, or another doubt; inactive means no such curve, though single readings can be large; an effect the other way counts as inactive or inconclusive. Unless noted, on the % scale 0 is the no-effect control and ±100 the full control effect.
SMILES,KCNH2 3.1 inh,Eya2 phos inh,GALK inhibitor,hERG WT inh,PKM2 act,BCR signal inh,USP2a block,B2AR arrestin,uPA surface inh,FBPA coupling cs,Giardia killer
CCNC(=S)Nc1ccc(OCc2nc3ccccc3s2)cc1,1,-3%,2%,-4,6%,-17%,-2%,-0.5%,2%,0,1
CSc1nnc(NC(=O)c2cc(=O)c3cc(C)cc(C)c3o2)s1,-2,1%,0%,3,-9%,17%,0%,-0.4%,-6%,-4,-7
CC(=O)OC(C(=O)N1CCN(c2ccc(F)cc2)CC1)c1ccccc1 (stereo unspecified),-7,4%,1%,-9,3%,-7%,0%,0.1%,1%,2,3
COc1cc(-c2c(C#N)c(N)nc3c2c(C)nn3-c2ccc(C)c(C)c2)cc(OC)c1OC,2,7%,2%,2,9%,-6%,-16%,-0.1%,nt,-4,15
Nc1ccc2nc(CN3CCOCC3)[nH]c2c1,-4,9%,0%,-5,-7%,?,4%,-0.2%,2%,-32*,2
CN1/C(=C/C=N/n2cnnc2)C(C)(C)c2ccccc21,-1,11%,1%,-1,2%,?,0%,0.4%,-10%,-7,1
CCc1ccc(C(=O)NNc2ccc(Cl)cc2)cc1,-25,?,nt,3,-1%,6%,1%,-1.0%,-10%,0,39[activator]
NCCCC[C@@H]1NC(=O)c2cc([N+](=O)[O-])cc(I)c2SC[C@@H](C(=O)NCC(N)=O)NC(=O)CNC1=O,17,-3%,nt,0,-1%,-1%,4%,0.3%,3%,2,-4
COc1ccc2c(c1)CC(C)C/C2=N\NC(=O)c1ccco1 (stereo unspecified),-4,3%,1%,-9,-1%,?,-1%,0.2%,7%,2,12
COc1ccccc1C1C2=C(CC(C)(C)CC2=O)Nc2nnnn21 (stereo unspecified),-3,0%,-2%,2,-3%,7%,8%,-0.7%,0%,2,-26
CC1Cc2ccccc2N1C(=O)CSc1nnc2c(n1)[nH]c1ccc(F)cc12 (stereo unspecified),-2,-11%,-1%,-1,4%,-5%,-1%,0.4%,1%,-1,-3
COc1ccc(S(=O)(=O)Cc2ccc(C(=O)NCc3ccccc3)o2)cc1,6,-3%,-2%,-2,nt,0%,5%,-0.4%,2%,2,-5
CC(C)Oc1ccc(Cn2c(-c3ccco3)n[nH]c2=S)cc1,-8,3%,1%,-15,-23%,0%,0%,-0.7%,-1%,-1,-1
COc1ccc(OCc2nnc(SCC(=O)NNC(=O)c3ccc(C)cc3)n2C)cc1,11,-1%,1%,-8,0%,1%,2%,-0.6%,7%,2,-3
CN(C)S(=O)(=O)c1ccc(N2CCCC2)c(C(=O)NC2CCCCC2)c1,-16,7%,nt,0,nt,7%,-3%,-0.1%,-3%,nt,5
CN(C)CCCNc1cc(O)c2ncccc2c1,nt,5%&1%,nt,nt,nt,5%&0%,-1%&12%,-0.1%&-0.2%,4µM*,nt,8
C=CC[n+]1c(-c2ccc(OC)cc2)csc1NNC(=O)Nc1ccccc1,8,-4%,-2%,-18,-9%,6%,1%,-0.8%,-1%,2,21
COc1ccc(OC)c(-c2csc(NC(=O)CSc3ccc(Br)cc3)n2)c1,-3,5%,-2%,-8,-1%,4%,1%,0.0%,2%,2,9
CCOC(=O)c1ccc(NC(=O)Cc2cccs2)cc1,-13,-4%,0%,-3,-2%,-1%,-1%,2.0%,-13%,0,-2
Cc1oc2cc([N+](=O)[O-])c(O)c([N+](=O)[O-])c2c1C(=O)c1ccc(Br)cc1,3,2%,-5%,-1,-1%,20%,-1%,-0.3%,-3%,0,?
COc1cc(NC(=O)c2ccc(Cl)cc2)c(OC)cc1NC(=O)CN1CCOCC1,-6,13%,3%,-5,-2%,?,0%,-0.6%,2%,0,13
CCc1[nH]c(=O)c(C#N)c2c1CCCC2,26,-1%,0%,25,-19%,13%,0%,-0.4%,-3%,1,2
CCOC(=O)C1=C(Cn2cnc3ccccc32)NC(=O)NC1c1cc(C)ccc1C (stereo unspecified),0,-5%,-2%,-19,?,-1%,0%,0.2%,-6%,0,-3

# Of the compounds above, eight contain an aryl methoxy group.
SMILES,KCNH2 3.1 inh,Eya2 phos inh,GALK inhibitor,hERG WT inh,PKM2 act,BCR signal inh,USP2a block,B2AR arrestin,uPA surface inh,FBPA coupling cs,Giardia killer
COc1cc(-c2c(C#N)c(N)nc3c2c(C)nn3-c2ccc(C)c(C)c2)cc(OC)c1OC,2,7%,2%,2,9%,-6%,-16%,-0.1%,nt,-4,15
COc1ccc2c(c1)CC(C)C/C2=N\NC(=O)c1ccco1 (stereo unspecified),-4,3%,1%,-9,-1%,?,-1%,0.2%,7%,2,12
COc1ccccc1C1C2=C(CC(C)(C)CC2=O)Nc2nnnn21 (stereo unspecified),-3,0%,-2%,2,-3%,7%,8%,-0.7%,0%,2,-26
COc1ccc(S(=O)(=O)Cc2ccc(C(=O)NCc3ccccc3)o2)cc1,6,-3%,-2%,-2,nt,0%,5%,-0.4%,2%,2,-5
COc1ccc(OCc2nnc(SCC(=O)NNC(=O)c3ccc(C)cc3)n2C)cc1,11,-1%,1%,-8,0%,1%,2%,-0.6%,7%,2,-3
C=CC[n+]1c(-c2ccc(OC)cc2)csc1NNC(=O)Nc1ccccc1,8,-4%,-2%,-18,-9%,6%,1%,-0.8%,-1%,2,21
COc1ccc(OC)c(-c2csc(NC(=O)CSc3ccc(Br)cc3)n2)c1,-3,5%,-2%,-8,-1%,4%,1%,0.0%,2%,2,9
COc1cc(NC(=O)c2ccc(Cl)cc2)c(OC)cc1NC(=O)CN1CCOCC1,-6,13%,3%,-5,-2%,?,0%,-0.6%,2%,0,13

# An excerpt from above in order of their number in uPA surface inh, highest first:
SMILES	Eya2 phos inh	GALK inhibitor	B2AR arrestin	uPA surface inh
COc1ccc(OC)c(-c2csc(NC(=O)CSc3ccc(Br)cc3)n2)c1	5%	-2%	0.0%	2%
CC1Cc2ccccc2N1C(=O)CSc1nnc2c(n1)[nH]c1ccc(F)cc12 (stereo unspecified)	-11%	-1%	0.4%	1%
C=CC[n+]1c(-c2ccc(OC)cc2)csc1NNC(=O)Nc1ccccc1	-4%	-2%	-0.8%	-1%

# Screening data from PubChem.

# Hits appear at their usual frequency (roughly 2.4% active in at least one column).
